High-throughput results: PubChem BioAssay, National Center for Advancing Translational Sciences (NCATS)
EPAC1 antag = blocks human EPAC1 exchange factor; O95398; 360,000 tested, 0.14% active; EPAC1 GEF assay, Rap1b-BODIPY-GDP exchange fluorescence; Potency, µM (top dose mostly 115 µM), for the others: at the highest dose activity change, negative = inhibition, hits mostly inhibitors;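 further: potency means the concentration at half of the fitted maximal effect; plate controls were vehicle for no effect and positive control for full effect; nearly all actives have a fitted effect of over 50% in size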
EPAC1 agonist = EPAC1 (human) agonism; Potency, µM (titrated, usually from 154 µM), for the others: at the top dose activation, most hits filed as activators; O95398; AID 720707; 360,000 tested, 0.073% active; EPAC1 agonist qHTS, biochemical assay; response scale: 100% = response to 6.5 mM cAMP; further: potency means the concentration at half of the fitted maximal effect; nearly all actives have a fitted effect of over 60% in size
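Nucleotide exchange by EPAC1 (100 nM) on Rap1B–BODIPY-GDP (250 nM) in the presence of 50 uM GDP is tracked fluorescently at 480/540 nm over 30 min. Signals are normalized to a 6.5 mM cAMP control.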
PI5P4Ka inh = inhibitors of human PI5P4K alpha; P48426; PI5P4Kalpha enzyme, ADP-Glo luminescence, 60 min; active compounds read low; max response, %; 330,000 tested, 1.2% active; AID 652105; active means max response of -50% or lower; inconclusive means between -30% and -50%; inactive means -30% or higher; further: value at the top dose of about 77 µM; on the % scale 0 is the no-effect control and ±100 the full control effect
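Compounds were pin-transferred onto PI5P4Kalpha and substrate in HEPES pH 7.4 buffer with EGTA, CHAPS and 5% DMSO. ATP (5 microM final) started the reaction, which ran 60 minutes at room temperature before ADP-Glo detection.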
WRN helicase inh = WRN helicase (human) inhibition; Q14191; WRN helicase unwinding, fluorescent forked duplex, kinetic; Potency, µM (doses to about 114 µM), for the others: at the highest dose activity change, negative = inhibition, actives largely listed as inhibitors; 360,000 tested, 0.46% active; AID 651768; further: potency means the concentration at half of the fitted maximal effect; on the % scale 0 is the no-effect control and ±100 the full control effect; nearly all actives have a fitted effect of over 55% in size
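Enzyme (20 nM final) and test compound sit together 15 min at room temperature before substrate addition. Substrate is a single-forked duplex oligonucleotide (100 nM) labelled with fluorophore and quencher, with 2 mM ATP; helicase unwinding raises red fluorescence, read kinetically.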
IL2 activator = activators of IL-2. IL-2 activation reporter assay, cell-based qHTS; stimulated with anti-CD3/CD4/CD28 beads; in transgenic mouse T cells. activation, % (series mostly up to about 46 µM). 360,000 tested, 0.065% active. AID 652025; in the data active means activation above about 50%; inconclusive means mostly about 30% to 49%; further: 0% is about no effect
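Unstimulated transgenic mouse T cells preincubated 60 min with compound, then stimulated with anti-CD3/anti-CD4-coated beads plus anti-CD28 for 18 h at 37 degrees C. IL-2 response read as EGFP and DsRed fluorescence by plate cytometry.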
CCT modulator = modulators of cytosolic chaperonin (CCT/TRiC) activity; purified chaperonin ATPase assay, HTRF ADP detection, 30 min; activity change, % (concentration not given with the values), hits read low; 360,000 tested, 0.3% active; in the data active means activity change below about -30%; further: on the % scale 0 is the no-effect control and ±100 the full control effect
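TRiC at 40 or 20 nM final (batch-dependent) in 30 mM Tris pH 7.4, 100 mM KCl, 5 mM MgCl2, 1 mM DTT, with compound at single 76 uM and 10 uM ATP, 30 min at 37 deg C. ADP detected by HTRF Transcreener, 665/615 ratio.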
EPAC2 agonist = EPAC2 (human) agonism | 360,000 tested, 0.079% active | EPAC2 activation, biochemical qHTS; response scale: 100% = 6.5 mM cAMP response | Potency, µM (highest dose often 154 µM), for inactives: at the top dose activation, actives largely listed as activators | Q8WZA2; further: potency means the concentration at half of the fitted maximal effect; nearly all actives have a fitted effect of over 50% in size
Target sequence (Q8WZA2 whole entry, looked up): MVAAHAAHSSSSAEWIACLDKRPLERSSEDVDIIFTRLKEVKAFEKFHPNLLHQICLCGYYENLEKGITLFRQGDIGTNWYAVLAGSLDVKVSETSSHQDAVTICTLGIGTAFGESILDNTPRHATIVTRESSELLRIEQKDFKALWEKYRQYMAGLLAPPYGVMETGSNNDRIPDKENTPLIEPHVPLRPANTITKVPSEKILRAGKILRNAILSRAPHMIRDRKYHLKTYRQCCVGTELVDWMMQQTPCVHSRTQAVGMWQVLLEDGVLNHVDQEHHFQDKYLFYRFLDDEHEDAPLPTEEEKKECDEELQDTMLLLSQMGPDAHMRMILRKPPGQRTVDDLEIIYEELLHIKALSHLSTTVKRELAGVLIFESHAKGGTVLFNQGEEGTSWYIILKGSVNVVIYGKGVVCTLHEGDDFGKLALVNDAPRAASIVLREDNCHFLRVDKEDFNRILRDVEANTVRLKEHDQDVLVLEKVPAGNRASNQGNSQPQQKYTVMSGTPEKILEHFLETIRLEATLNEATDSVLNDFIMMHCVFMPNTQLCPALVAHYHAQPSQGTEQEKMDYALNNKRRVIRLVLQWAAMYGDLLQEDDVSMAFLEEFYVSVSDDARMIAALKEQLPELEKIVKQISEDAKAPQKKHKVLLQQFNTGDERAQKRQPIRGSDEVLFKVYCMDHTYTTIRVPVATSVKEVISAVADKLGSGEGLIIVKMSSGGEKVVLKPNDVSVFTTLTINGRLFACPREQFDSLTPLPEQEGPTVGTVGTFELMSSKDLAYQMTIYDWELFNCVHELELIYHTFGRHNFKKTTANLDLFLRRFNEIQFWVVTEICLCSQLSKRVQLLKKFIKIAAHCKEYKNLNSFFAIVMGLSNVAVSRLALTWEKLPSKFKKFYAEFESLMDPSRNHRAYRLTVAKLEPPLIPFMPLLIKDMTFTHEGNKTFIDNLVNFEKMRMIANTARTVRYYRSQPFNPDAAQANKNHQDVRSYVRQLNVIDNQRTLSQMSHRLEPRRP
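Guanine nucleotide exchange by EPAC2 is measured as reduced fluorescence of BODIPY-GDP once it is released from 250 nM Rap1B. Plates are read kinetically for 30 min at room temperature; results are scaled to 6.5 mM cAMP.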
PLK1 PBD inh = blocks phosphopeptide binding to human PLK1 polo-box domain; P53350; Plk1 PBD binding of FITC phosphopeptide, fluorescence polarization; Potency, µM, for the others: max response, negative = inhibition, usual class: inhibitors; 360,000 tested, 2.8% active; AID 720504; further: potency means the concentration at half of the fitted maximal effect; series mostly up to about 57 µM; on the % scale 0 is the no-effect control and ±100 the full control effect; nearly all actives have a fitted effect of over 65% in size
An asterisk follows results filed as active; ? = inconclusive; nt = no result given; [ ] = remark or other dose. Unless noted, the call rests on the fitted dose curve; in most records, active means well fitted curve in the direction sought with a large enough effect; inconclusive means small, poorly fitted or top-dose-only effect, or another doubt; inactive means no such curve, though single readings can be large; an effect the other way counts as inactive or inconclusive. A portion of the library. The share of hits here may be higher or lower than overall.

SMILES	EPAC1 antag	EPAC1 agonist	PI5P4Ka inh	WRN helicase inh	IL2 activator	CCT modulator	EPAC2 agonist	PLK1 PBD inh
Cc1cccc(CNc2ccc(C(CC(N)=O)NC(=O)c3ccccc3)cc2[N+](=O)[O-])c1 (stereo unspecified)	15.6%	-14.1%	3.3	4.4%	-0.1	-1.4	-5.6%	6.3%
COc1cc(CCN=Cc2ccccc2O)c([N+](=O)[O-])cc1OC	-15.0%	-11.7%	3.7	-6.9%	-0.5	-10.5	0.9%	-15.3%
COc1cccc(CNC(=O)CN2C(=O)NC(c3ccccc3)(c3ccccc3)C2=O)c1	-24.1%	3.4%	7.1	-0.9%	0.2	-0.2	-8.7%	-4.6%
O=C(CN1C(=O)C(=O)N(Cc2ccco2)C1=O)Nc1ccc(F)c(F)c1F	19.9%	-12.5%	-20.0	-1.7%	-0.2	1.3	2.9%	-7.6%
COC(=O)C1=COC(C)C2CN3CCc4c([nH]c5cc(OC)c(OC)cc45)C3CC12 (stereo unspecified)	-5.3%	-13.7%	0.5	12.3%	0.0	-0.4	17.3%	-18.1%
COc1ccc(CN2C(=O)c3ccccc3C2=O)cc1C(=O)Nc1ccc(C)cc1C	2.7%	6.5%	0.0	0.3%	-1.0	0.6	-6.2%	-4.5%
O=C(N/N=C/c1ccccn1)c1cc(-c2ccc(Cl)s2)[nH]n1	-13.0%	-5.3%	?	-15.2%	-0.3	1.0	12.1%	-6.8%
O=[N+]([O-])c1cccc(-c2ccc(CN3CCN(c4ccccc4)CC3)o2)c1	-4.2%	7.0%	-6.7	-8.9%	-0.6	-0.6	17.0%	3.2%
COc1ccccc1C1CCN(Cc2cccc3ccccc23)CC1	-12.5%	5.7%	14.5	-7.1%	-3.1	-1.9	17.1%	-1.3%
COc1cccc(/C(C)=N/NS(=O)(=O)c2ccc(Cl)cc2)c1	-7.1%	10.6%	14.4	-5.2%	0.4	-0.1	4.6%	-5.7%
CCCCC(=O)Nc1sc2c(c1C(N)=O)CCC2	-2.6%	4.3%	nt	-25.0%	0.2	1.5	-6.3%	?
CCCOc1cccc(C2C(C(=O)c3ccc(C)o3)=C(O)C(=O)N2CCN2CCOCC2)c1 (stereo unspecified)	8.5%	3.0%	-4.9	2.6%	-3.9	-2.5	-6.6%	-4.1%
CCCCC[C@@H](C)N1C[C@H](COCc2ccccc2)Oc2cc(N3CC[C@H](O)C3)ccc2S1(=O)=O	-18.2%	-20.8%	10.0	-9.9%	0.7	1.7	2.0%	-7.9%
CCOC(=O)c1sc2nc3n(c(=O)c2c1C)CCC3	2.9%	-5.1%	4.6	-2.5%	-2.6	1.1	2.1%	-9.1%
CCCCOc1ccc(N2C(=O)CC(NCc3ccncc3)C2=O)cc1 (stereo unspecified)	-6.6%	-0.5%	3.3	-1.2%	0.7	-0.1	2.6%	-10.0%
COc1ccc(C(=O)Nc2ccc(S(=O)(=O)Nc3nccnc3OC)cc2)cc1	-0.7%	-2.3%	-6.9	-21.3%	4.5	1.1	5.8%	?
COc1ccc(NS(=O)(=O)c2cc(NS(=O)(=O)c3cc(C(=O)O)ccc3OC)ccc2C)cc1	3.8%	-10.8%	-13.8	9.9%	-0.2	2.5	1.7%	-2.0%
Cc1ccc(CNC(=O)CCC2CCCN(Cc3cccc4ncccc34)C2)o1 (stereo unspecified)	-4.7%	2.3%	3.7	-4.4%	0.7	-0.1	-0.6%	-9.2%
COc1ccc(C)cc1S(=O)(=O)N1CCN(c2ccccc2)CC1	-5.1%	-1.3%	1.8	7.8%	-2.4	1.2	3.8%	-18.9%
O=C(NCc1ccc2c(c1)OCO2)c1ccc(N2CCCCCC2)c([N+](=O)[O-])c1	-0.1%	1.0%	-3.8	-13.2%	-0.3	2.0	-1.4%	-3.7%
CCOc1ccc(NC(=O)C(CC(=O)O)Cc2ccccc2)cc1 (stereo unspecified)	-17.6%	1.7%	-2.5	-0.4%[57.1 µM]	-0.4	-1.6	11.8%	-6.3%
O=C(Cc1ccc([N+](=O)[O-])cc1)Nc1ccc2c(c1)CCC2	10.9%	-12.1%	4.6	-3.2%	2.2	-3.0	1.7%	0.7%
C=CCOC(=O)C1=C(C)Nc2nnnn2C1c1cccc(OC)c1OC (stereo unspecified)	-0.2%	5.8%	3.1	5.7%	0.9	-2.7	-14.0%[15.6 µM]	-11.2%
COc1ccc(OC)c(C2=Nn3c(nnc3-c3ccncc3)SC2)c1	-11.3%	7.7%	0.5	0.0%	-0.2	1.5	-0.5%	-0.2%
COc1cc(OC)c2cc[nH]c2c1	6.3%	2.1%	-6.0	-8.9%	0.9	-1.4	-5.7%	4.9%
CCOC(=O)N(C)C[C@H]1OCc2cnnn2CCCC(=O)N([C@@H](C)CO)C[C@@H]1C	0.5%	-2.4%	0.2	7.2%	-0.6	-0.2	-1.4%	-4.4%
CCNc1ccc(C(=O)OCC(=O)N(Cc2ccccc2)C(C)(C)C)cc1[N+](=O)[O-]	10.7%	8.8%	-8.7	-2.6%	-3.9	0.0	-2.8%	-3.5%
COc1ccc(C(C(=O)NCC2CCCO2)N(Cc2ccc(F)cc2)C(=O)CNC(=O)c2ccco2)cc1OC (stereo unspecified)	24.9%	12.2%	1.9	-3.2%	0.8	-1.2	10.2%	-15.3%
NNC(=O)c1cc2cc3ccccc3nc2s1	-15.2%	4.1%	-7.5	0.3%	1.0	-1.1	4.1%	-12.4%
O=C(c1ccc(NC2=NC3CS(=O)(=O)CC3S2)cc1)N1CCN(c2ccc(F)cc2)CC1 (stereo unspecified)	-2.7%	5.4%	-3.9	2.4%	-2.5	-1.9	5.2%	-19.2%
CCc1c(C(=O)N/N=C/c2cn[nH]c2-c2ccc(F)cc2)csc1C	2.7%	1.4%	8.5	2.3%	-0.1	-0.3	0.8%	2.8%
CC(=O)N1CCc2c(sc(NC(=O)Cc3ccccc3)c2C#N)C1	11.0%	-1.1%	2.0	5.8%	-1.9	-3.8	3.2%	-4.5%
C=C1c2ccccc2O[C@H](C(=O)OCC)[C@H]1OC	3.2%	-27.7%	-0.4	10.7%	-0.4	-4.0	-2.7%	-4.3%
CCn1cc(C(=O)OCC(=O)c2cc(C)n(-c3ccccc3)c2C)c(=O)c2ccc(C)nc21	-7.2%	8.7%	4.5	?	0.6	-9.1	17.6%	-8.8%
O=[N+]([O-])c1ccc(Cl)cc1N1CCOCC1	?	7.0%	8.9	-13.2%	-0.7	-0.7	5.2%	-6.8%
COC(=O)c1c(NC(=O)CC2NCCNC2=O)sc2c1CCCC2 (stereo unspecified)	3.2%	1.1%	nt	4.6%	-1.0	-1.4	-3.2%	-3.6%
Cc1ccc(C2C3C(=O)N(c4ccccc4)C(=O)C3N3CCCN23)cc1 (stereo unspecified)	-6.9%	-0.5%	5.6	1.4%	3.7	-4.0	7.9%	4.7%
COc1cc(C(C[N+](=O)[O-])c2c(C)[nH]c3ccccc23)ccc1O (stereo unspecified)	16.9%	8.2%	-6.1	-33.5%[57.1 µM]	-0.2	-1.0	1.0%	?
CC1(C)NC(=S)NC1=S	-11.6%	0.0%	-1.2	-12.9%	-0.9	-0.1	-1.0%	-1.8%
O=C(C[n+]1cc(Br)cc(Br)c1)c1ccc(-c2ccccc2)cc1	-2.9%	-0.5%	-2.3	-7.2%	-4.2	-0.8	-3.4%	-13.0%
CC(C)CC(OC(=O)c1ccco1)C(=O)NCC1CCCO1 (stereo unspecified)	1.1%	-1.0%	-0.4	7.1%	-0.7	0.4	-3.2%	-5.3%
c1ccc(-c2cnc(-c3ccccc3)nn2)cc1	-12.6%	-6.6%	-5.8	-13.1%	0.7	-0.4	0.3%	-5.0%
Cc1ccc(OCC(=O)Nc2nnc(S(=O)(=O)N3CCC(C)CC3)s2)cc1	?	-23.7%	?	-18.6%	-6.7	-2.6	-3.2%	-28.4%
O=C(CNC(=O)c1ccco1)NCC(c1ccco1)N1CCCCC1 (stereo unspecified)	-4.1%	9.3%	0.5	-2.7%	-0.5	-2.2	8.2%	-3.0%
CCCCN(C=O)c1c(CC)nc2c(OCc3ccc(C(F)(F)F)cc3)cccn12	-8.3%	-17.6%	1.8	-6.5%	-0.7	-1.3	0.2%	-5.4%
COc1ccc(C(=O)CSc2nnc(-c3ccccn3)n2Cc2ccco2)cc1	-13.9%	0.0%	nt	-8.6%	-2.0	-0.7	16.9%	-6.4%
CCOc1ccc(-c2nc(C#N)c(NCc3ccco3)o2)cc1	1.9%	-7.2%	6.9	-6.8%	-3.4	-5.0	14.2%	-10.4%
CCn1ccnc1C(O)c1cccc(OC)c1 (stereo unspecified)	12.1%	2.3%	-4.1	-1.5%	-5.0	-1.8	1.3%	-14.3%
Cc1ccc2oc(C(=O)NCCC3CCCCO3)c(C)c2c1 (stereo unspecified)	-17.0%	-17.6%	0.7	-0.6%	-3.6	-2.7	3.8%	-2.3%
Cc1nc2sccn2c1-c1nc(-c2cc3ccccc3o2)cs1	-17.6%	5.7%	24.2	-31.6%	-2.4	-11.3	12.6%	-6.7%
O=C(O)c1cc(S(=O)(=O)NC(Cc2c[nH]c3ccccc23)C(=O)O)ccc1Cl (stereo unspecified)	7.8%	-1.5%	-4.2	5.3%	1.2	-0.5	-4.3%	-10.3%
CCOC(=O)C1(Cc2cccc(OC)c2)CCN(Cc2ccccc2OC)CC1	-7.8%	8.6%	-1.3	2.6%	2.7	-3.7	7.8%	?
CCCc1nc2oc3c(NCC(C)O)ncnc3c2c2c1CCCC2 (stereo unspecified)	-11.0%	-2.5%	8.4	-1.3%	0.3	-0.5	4.8%	1.4%
O=C(CN1C(=O)NC(Cc2c[nH]c3ccccc23)C1=O)NCCc1ccccc1 (stereo unspecified)	-11.1%	10.7%	-11.8	2.7%	-0.1	1.1	-5.9%	-10.8%
FC(F)(F)c1ccc(-c2nc(=S)[nH][nH]2)cc1	5.8%	1.5%	?	-22.8%	-0.7	-1.5	9.8%	-25.4%

A different layout for part of the listing above.
Value order: EPAC1 antag | EPAC1 agonist | PI5P4Ka inh | WRN helicase inh | IL2 activator | CCT modulator | EPAC2 agonist | PLK1 PBD inh
COc1ccc(C(=O)CSc2nnc(-c3ccccn3)n2Cc2ccco2)cc1
    -13.9% | 0.0% | nt | -8.6% | -2.0 | -0.7 | 16.9% | -6.4%
CCOc1ccc(-c2nc(C#N)c(NCc3ccco3)o2)cc1
    1.9% | -7.2% | 6.9 | -6.8% | -3.4 | -5.0 | 14.2% | -10.4%
CCn1ccnc1C(O)c1cccc(OC)c1 (stereo unspecified)
    12.1% | 2.3% | -4.1 | -1.5% | -5.0 | -1.8 | 1.3% | -14.3%
